mouse IAP activators – activators of mouse IAP, confirmation, biochemical, luminescence, single concentration (AID 434970); 2.9% of 11,000 active; activity change, negative = activation, % at 10 µM; purified mouse IAP, CDP-Star luminescence, 30 min; active compounds read low; in the data active = activity change below about -85%;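 also: percent relative to enzyme plus DMSO wells and wells without enzyme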
mouse IAP activators Fold change – second read-out of mouse IAP activators, no call of its own (marks repeat the call); activation factor; measured here: IAP activation factor; active compounds read high;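 fold luminescence change scaled to plate control wells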
An asterisk follows results filed as active. Some of the compounds tested; the hit share may differ from the screen's.

SMILES	mouse IAP activators	mouse IAP activators Fold change
O=C(NC1CCCCC1)Oc1cc2oc(=O)sc2cc1Cl	76	0.25
C=CCN1C(=O)/C(=C/c2ccc(Br)s2)C(=O)NC1=S	53	0.47
Cc1nc2nc(SCC(=O)N3CCC4(CC3)OCCO4)nn2c(C)c1Cc1ccccc1	-2	1
CCOc1ccc(CN(CCCl)CCCl)cc1C(=O)OC	-11	1.1
CC(C)CNC(=O)c1c(N)n(Cc2ccco2)c2nc3ccccc3nc12	20	0.8
O=C(Nc1ccc(Cl)cc1)Nc1nccs1	16	0.84
O=C1C2CCCN2C(c2ccc(Cl)cc2)N1c1ccccn1 (centres undefined)	-2	1
N#Cc1ccccc1Cn1cc(C(=O)c2cccs2)c2ccccc21	8	0.92
CC(C)N1C(=O)/C(=C/C=C/c2ccco2)C(=O)N(Cc2ccco2)C1=O	14	0.86
C=C1N2CCC(CC2)C1(O)c1ccc(C)cc1 (centres undefined)	-6	1.1
Cc1ccc(C2NC(=S)NC(c3ccc(C)cc3)C23C(=O)NC(=O)NC3=O)cc1 (centres undefined)	7	0.93
Nc1ncc([N+](=O)[O-])s1	37	0.63
CN(C)P1(N(C)C)=NC(C(F)(F)F)=NC(C(F)(F)F)=N1	9	0.91
Cc1ccc(N2C(=O)/C(=C/c3ccc(CN(CCC#N)S(C)(=O)=O)o3)C(=O)NC2=S)cc1C	46	0.54
CC(C)OC(=O)C1C(=O)NC2(C)CC1c1ccccc1O2 (centres undefined)	6	0.94

Reprinted from the part before: 2 entries, followed by the next part.
SMILES	mouse IAP activators	mouse IAP activators Fold change
Cc1ccc(N2C(=O)/C(=C/c3ccc(CN(CCC#N)S(C)(=O)=O)o3)C(=O)NC2=S)cc1C	46	0.54
CC(C)OC(=O)C1C(=O)NC2(C)CC1c1ccccc1O2 (centres undefined)	6	0.94
COc1cc(/C=C/[N+](=O)[O-])ccc1O	10	0.9
COc1ccc(-n2c(=O)[nH]c3ccccc3c2=O)c(OC)c1	-8	1.1
CC1CN=C(NCc2ccccc2)S1 (centres undefined)	-11	1.1
O=C(Cn1cnc2ccccc2c1=O)NCCC(=O)N1CCC2(CC1)OCCO2	-9	1.1
CCC(C)NC(=O)c1c(N)n(Cc2ccc3c(c2)OCO3)c2nc3ccccc3nc12 (centres undefined)	2	0.98
O=C(Nc1ccc(F)cc1)N1CC2CC(C1)c1cccc(=O)n1C2 (centres undefined)	-11	1.1
CCn1c(O)c(C=NCc2cccs2)c(=O)[nH]c1=O	0	1
Cc1ccc(O)c(CN2CCN(c3ccccc3)CC2)c1	1	0.99
CCN(CC)c1ccc(/C=C2/C(=O)NC(=O)N(Cc3ccco3)C2=O)cc1	46	0.54
CCCc1nc2ccccc2c(=O)n1-c1cccc(OC)c1	4	0.96
CCOP(=S)(OCC)SCC(=O)NC(C(=O)O)C(C)C (centres undefined)	-6	1.1
O=c1c2ccccc2nc(CSc2ncnc3nc[nH]c23)n1-c1ccc(Cl)c(Cl)c1	0	1
CC(=O)NC1CC2CCCC(C1)N2 (centres undefined)	4	0.96

A second format for some results above:
Every second line gives: mouse IAP activators | mouse IAP activators Fold change
- CCN(CC)c1ccc(/C=C2/C(=O)NC(=O)N(Cc3ccco3)C2=O)cc1
  46 | 0.54
- CCCc1nc2ccccc2c(=O)n1-c1cccc(OC)c1
  4 | 0.96
- CCOP(=S)(OCC)SCC(=O)NC(C(=O)O)C(C)C (centres undefined)
  -6 | 1.1
- O=c1c2ccccc2nc(CSc2ncnc3nc[nH]c23)n1-c1ccc(Cl)c(Cl)c1
  0 | 1
- CC(=O)NC1CC2CCCC(C1)N2 (centres undefined)
  4 | 0.96

Rewritten in markdown: part of the list above.
| canonical_smiles | mouse IAP activators | mouse IAP activators Fold change |
| --- | --- | --- |
| CCn1c(O)c(C=NCc2cccs2)c(=O)[nH]c1=O | 0 | 1 |
| Cc1ccc(O)c(CN2CCN(c3ccccc3)CC2)c1 | 1 | 0.99 |
| CCN(CC)c1ccc(/C=C2/C(=O)NC(=O)N(Cc3ccco3)C2=O)cc1 | 46 | 0.54 |
| CCCc1nc2ccccc2c(=O)n1-c1cccc(OC)c1 | 4 | 0.96 |
